Bioassay records (PubChem)
PLK1 inh = PLK1 (human) kinase inhibition; P53350; recombinant PLK1 kinase, TR-FRET peptide phosphorylation; inhibition, % at 10 µM; 0.53% of 97,000 active;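 active means inhibition of 50% or more in the single-concentration screen; inactive means inhibition below 50%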;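 further: 0% = DMSO max control and 100% = H-89 dihydrochloride min control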
F-actin modifier = cytoskeleton assembly modification | HUVEC TNFa F-actin phalloidin imaging, high content | inhibition, % at 2 µM | 0.18% of 91,000 active | AID 836;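 active means inhibition above the batch mean plus 3 SD and confirmed as a hit by visual image inspection, cut at about 30% in these data, passing the limit was not always enough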; further: strong numbers were not always called active
LYP inh 2 = LYP (human) phosphatase inhibition; AID 640; Q9Y2R2; recombinant LYP catalytic domain, DiFMUP fluorescence; inhibition, % at 2 µM; 0.21% of 96,000 active;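 active means inhibition at 2 µM at or above a set limit, the screen mean plus 3 SD, cut at about 24% in these data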;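 further: 0% = DMSO with enzyme and 100% = enzyme fully blocked by orthovanadate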
EphB4 ephrin blk = antagonists of human EphB4-ephrin-B2 interaction | inhibition, % at 7 µM | 0.15% of 97,000 active | AID 720 | EphB4 LBD / TNYL-RAW-Alexa532 peptide, fluorescence polarization | P54760;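 active means inhibition above the screen-wide mean inhibition plus 3 SD, cut at about 15% in these data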;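 further: 0% = DMSO wells and 100% = excess unlabeled TNYL-RAW peptide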
HIV Rev-RRE inh = disrupts HIV-1 Rev binding to RRE RNA; P05866; Rev peptide-RRE RNA binding, FRET; inhibition, % at 8 µM; 0.79% of 97,000 active; AID 704;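 active means inhibition above the screen-wide mean plus 3 SD, cut at about 35% in these data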;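 further: 0% = median DMSO wells and 100% = median Neomycin B control wells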
Target sequence (P05866 whole entry, looked up): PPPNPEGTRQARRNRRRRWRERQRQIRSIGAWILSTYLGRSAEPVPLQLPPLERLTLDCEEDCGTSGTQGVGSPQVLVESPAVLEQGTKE
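Assay system: Rev peptide and RRE RNA, both fluorescently labelled; times: 5 min preincubation and 15 min binding, 25 °C; detection: FRET, ex 480 nm, em 540 and 671 nm; read-out basis: % inhibition from 671/540 nm acceptor-to-donor ratio, scaled between controls; benchmarks: DMSO low control, neomycin B high control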
Pyk2 oligo antag = antagonists of human Pyk2 oligomerization. Q293 cells, Pyk2 FERM NanoBiT luminescence; hits give low values. Q14289. z-score (the deposit names both 25 µM and 10 µM). 0.83% of 99,000 active;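 active means Z-score of -3 or lower, scaled per plate to the spread of control and sample wells; inactive means z-score above -3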;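 further: negative z-score means lost luminescence so less FERM oligomerization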
Target sequence (Q14289 whole entry, looked up): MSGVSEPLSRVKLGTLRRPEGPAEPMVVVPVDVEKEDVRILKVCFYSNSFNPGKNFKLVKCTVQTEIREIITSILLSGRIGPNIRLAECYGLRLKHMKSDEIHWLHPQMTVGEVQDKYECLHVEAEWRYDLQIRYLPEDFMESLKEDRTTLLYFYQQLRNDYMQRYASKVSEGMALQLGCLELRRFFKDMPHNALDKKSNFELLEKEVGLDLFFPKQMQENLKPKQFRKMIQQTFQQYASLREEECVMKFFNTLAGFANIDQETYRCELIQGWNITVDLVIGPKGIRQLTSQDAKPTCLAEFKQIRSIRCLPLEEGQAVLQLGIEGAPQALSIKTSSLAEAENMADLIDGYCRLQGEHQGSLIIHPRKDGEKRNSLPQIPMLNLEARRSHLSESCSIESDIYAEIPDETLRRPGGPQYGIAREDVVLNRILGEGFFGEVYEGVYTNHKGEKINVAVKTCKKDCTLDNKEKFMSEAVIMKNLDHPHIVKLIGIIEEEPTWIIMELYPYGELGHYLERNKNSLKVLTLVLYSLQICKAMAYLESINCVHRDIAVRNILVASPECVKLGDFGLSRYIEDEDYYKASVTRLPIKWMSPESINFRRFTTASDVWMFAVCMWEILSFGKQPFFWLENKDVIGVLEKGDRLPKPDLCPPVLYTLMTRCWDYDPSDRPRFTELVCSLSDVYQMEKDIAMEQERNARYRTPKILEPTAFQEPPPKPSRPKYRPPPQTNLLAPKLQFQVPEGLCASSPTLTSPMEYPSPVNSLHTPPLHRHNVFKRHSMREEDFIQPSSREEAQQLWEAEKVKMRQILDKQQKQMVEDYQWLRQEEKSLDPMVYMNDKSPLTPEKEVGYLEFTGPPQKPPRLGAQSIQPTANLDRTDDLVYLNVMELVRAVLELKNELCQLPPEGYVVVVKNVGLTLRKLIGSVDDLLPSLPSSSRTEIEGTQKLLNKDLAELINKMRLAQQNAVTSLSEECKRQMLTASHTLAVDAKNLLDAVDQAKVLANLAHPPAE
FAK inh = FAK (human) kinase inhibition. Q05397. 0.84% of 97,000 active. biochemical FAK kinase activity assay. inhibition, %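 (tested at 7 µM)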. AID 727; in the data active means inhibition above about 19%;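 further: 0% = DMSO and 100% = reference compound high control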
Plk1 PBD FP = blocks phosphopeptide binding to human Plk1 polo box domain. P53350. AID 693. inhibition, %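 (tested at about 20 µM)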. 0.13% of 97,000 active. Plk1 PBD phosphopeptide binding, fluorescence polarization; in the data active means inhibition above about 34%, passing the limit was not always enough
LYP act = increases human PTPN22 phosphatase activity | activation, % at 2 µM | recombinant LYP, DiFMUP fluorescence; 0 = plate median, 100 = signal doubled | 0.11% of 96,000 active;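 active means activation at 2 µM above a set limit, the mean plus 5 SD, cut at about 37% in these data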
The depositor's hits bear a star; x = no result given; [ ] = dose if it differs, or a comment.

Plk1 PBD FP,F-actin modifier,HIV Rev-RRE inh,FAK inh,Pyk2 oligo antag,EphB4 ephrin blk,LYP act,LYP inh 2,PLK1 inh,SMILES
-7,50,9,-2,0.48,-4,-10,8,-7,CSc1ncc(C(=O)O)n1-c1ccc(F)cc1
10,-4,-52,10,0.36,1,-7,7,11,CC1=NN(c2cccc(C(=O)O)c2)C(=O)/C1=C\C=C\c1ccco1
-12,-9,2,4,0.24,3,0,2,-3,COc1cccc(CNC(=O)C2CCN(Cc3cnn(-c4ccccc4)c3-n3cccc3)CC2)c1
21,16,4,-4,0.85,-7,0,-3,-15,O=S(=O)(c1ccc(C2=CSC3=NCCN23)cc1)N1CCOCC1
-21,4,4,1,0.3,4,3,-2,-16,CC(=O)NS(=O)(=O)c1ccc(NC(=S)NC(=O)C(C)C)cc1
-18,14,6,5,x,7,-5,3,-10,CC12CC(NC(=O)N1c1ccc(C(=O)N3CCN(c4ccccn4)CC3)cc1)c1ccccc1O2 (stereo not given)
19,12,1,12,0.18,-9,1,-2,-19,Cn1c(SCC(=O)c2ccc(-c3ccccc3)cc2)nnc1-c1ccco1
-15,x,0,3,2,-5,20,-24,0,CC(C)n1c(=N)c(C(=O)NCCc2ccccc2)cc2c(=O)n3ccccc3nc21
-4,15,7,11,1.5,5,-14,14,-1,Cc1ccc2c(c1)c1c(n2C)-c2[nH]ncc2CC1
22,-4,7,1,0.56,4,-5,6,0,CCOC(=O)C1CCCN(Cc2ccc(OC)cc2OC)C1 (stereo not given)
5,15,2,-1,0.58,2,17,-15,-12,O=C1Nc2cc(Cl)c(Cl)cc2N(O)N1c1cc(Cl)cc(Cl)c1
-19,15,1,-5,-0.85,-5,11,-20,-11,Cc1cc(N2CCCC2=O)cc(C)c1CN1C(=O)c2ccccc2C1=O
31,0,3,5,x,4,-7,4,-6,Cc1cccc(N(C)C(=O)COc2cc(=O)n(C)c3ccccc23)c1
4,9,5,-1,0.32,-8,17,-21,-12,CCN(CC)CCCNS(=O)(=O)c1ccc(OC)cc1
2,-33,16,4,-0.92,9,-1,0,-10,Cc1ccccc1-c1nnn(CC(=O)c2ccc(S(=O)(=O)N3CCCC3)cc2)n1
26,3,6,-2,-0.35,-1,-1,-2,-7,CCCC(=O)Nc1ccc(NC(=O)c2cccs2)cn1
-11,-5,8,-1,0.2,-1,0,-2,0,Cn1c(=O)n(C)c2cc(S(=O)(=O)O)ccc21
-36,-14,1,-2,0.39,-2,10,-10,-3,CCOC(=O)CNC(=O)Nc1ccccc1C(=O)OC
-3,19,3,-2,0.22,2,-16,13,-11,C/C(=N\NS(=O)(=O)c1ccc(Cl)c([N+](=O)[O-])c1)c1cc2ccccc2o1
-6,3,1,5,0.16,-6,-3,0,1,CC(C)C(NS(=O)(=O)c1ccc2c(c1)OCCO2)C(=O)NCCc1ccccn1 (stereo not given)
-7,1,1,4,-2.5,2,-10,9,-13,COC(=O)C1=C(C)N(C)C(C)=C(C(=O)OC)C1c1ccccc1C
-6,-4,2,1,-0.45,3,4,-2,0,CCCNC(=O)NCCc1ccncc1
5,0,7,5,0.48,-2,-4,3,-9,Cc1oc(-c2ccccc2)nc1C(=O)Nc1nccs1
33,x,2,0,-0.19,-4,-1,-2,-8,COc1ccc(C(=O)NCC(c2ccc(F)cc2)N2CCOCC2)cc1S(=O)(=O)N1CCCC1 (stereo not given)
-7,-1,6,-1,-1.1,15,11,-14,-8,COc1ccc2cc(C3(C)NC(=O)N(CC(=O)NCCC4=CCCCC4)C3=O)ccc2c1 (stereo not given)

Record cards, as listed above.
CC1=NN(c2cccc(C(=O)O)c2)C(=O)/C1=C\C=C\c1ccco1 in the list: Plk1 PBD FP: 10; F-actin modifier: -4; HIV Rev-RRE inh: -52; FAK inh: 10; Pyk2 oligo antag: 0.36; EphB4 ephrin blk: 1; LYP act: -7; LYP inh 2: 7; PLK1 inh: 11
O=C1Nc2cc(Cl)c(Cl)cc2N(O)N1c1cc(Cl)cc(Cl)c1 in the list: Plk1 PBD FP: 5; F-actin modifier: 15; HIV Rev-RRE inh: 2; FAK inh: -1; Pyk2 oligo antag: 0.58; EphB4 ephrin blk: 2; LYP act: 17; LYP inh 2: -15; PLK1 inh: -12

Further results follow:
Plk1 PBD FP,F-actin modifier,HIV Rev-RRE inh,FAK inh,Pyk2 oligo antag,EphB4 ephrin blk,LYP act,LYP inh 2,PLK1 inh,SMILES
-5,-14,7,0,0.38,10,1,-2,-6,CCS(=O)(=O)N1CCC(C(=O)NCC2CCCO2)CC1 (stereo not given)
-5,-2,6,5,-0.15,0,1,-4,4,CCOC(=O)c1cccnc1SCc1cc(=O)n2ccccc2n1
7,-3,7,-1,-0.11,-3,4,-4,-8,CCCCC1CCC(c2nc(-c3ccccn3)no2)CC1 (stereo not given)
25,4,-4,1,0.51,-6,2,-2,-10,Cc1cccc(NC(=S)NC2CC3CCCC(C2)N3CC(C)C)c1 (stereo not given)
5,-8,4,0,-0.64,1,4,-4,-6,O=C(NCc1ccco1)c1ccccc1-c1nc(-c2ccccc2)no1
-1,-5,5,8,0.69,6,14,-13,9,Cc1cccn2c(=O)c(C=Nc3ccccc3)c(NCCO)nc12
-5,-15,9,6,-2.7,4,-8,7,-10,CCCC(=O)N1CCN(c2ccc([N+](=O)[O-])c(NC(C)c3ccccc3)c2)CC1 (stereo not given)
17,3,6,0,x,3,-2,2,10,Cc1nn(Cc2c(Cl)cccc2Cl)c(C)c1NC(=O)c1cc(C(C)C)on1
5,-15,8,3,0.09,0,13,-12,-3,CCOC(=O)c1ccccc1NC(=O)Cn1cnc2c(oc3ccccc32)c1=O
-22,22,4,3,2,-3,14,-10,-1,O=C(Nc1ccc2c(c1)OCO2)NC1CCN(Cc2ccccc2)CC1
26,-29,4,7,0.08,3,2,2,-13,COc1ccc(N2CCN(Cc3cc(=O)oc4cc(C)c(Cl)c(C)c34)CC2)cc1
6,-8,9,0,-0.27,8,9,-8,1,CC(C)CNC(=O)COC(=O)/C=C/c1ccccc1[N+](=O)[O-]
16,21,2,-1,0.76,-1,7,-12,-10,CCc1cc(=O)oc2cc(OCC(=O)O)c(Cl)cc12
2,-1,5,7,-0.79,8,-8,11,-5,CN1C2C=C(N(CCc3c[nH]c4ccccc34)C(=O)c3ccc(Cl)cc3)CC1CC2 (stereo not given)
1,23,6,0,-0.32,-1,-5,3,-14,Cc1noc(C)c1COC(=O)c1cc(=O)[nH]c2ccccc12
-36,27,122*[fluorescence artefact?],6,-1.4,4,6,-6,-11,Clc1ccc(C2=CC(c3ccco3)n3ncnc3N2)cc1 (stereo not given)
-8,4,-2,1,0.59,1,4,-1,4,COc1ccc(NC(=O)CSc2c(C)n[nH]c2C)cc1
9,x,7,0,0.04,1,-4,4,-12,CCOc1ccc(-n2c(Cc3cc(=O)[nH]c(=O)[nH]3)nnc2SCC(N)=O)cc1
1,2,7,2,-1.1,2,0,-2,-8,Fc1ccccc1COc1ccc(Br)cc1CNCc1ccncc1
17,19,1,1,-2.7,11,0,1,-4,Cc1cccc(N2CCN(C(c3ccccc3)c3nnnn3C(C)(C)C)CC2)c1C (stereo not given)
-19,9,4,-4,-0.75,6,5,-2,-5,Nc1nnc(SCC(=O)c2ccco2)s1
-10,21,13,0,1.3,5,16,-17,9,CCOC(=O)CNC(=O)CSc1nnc(-c2ccco2)n1Cc1ccco1
13,-20,6,0,-0.77,2,-1,1,-10,COc1ccc(NS(=O)(=O)c2ccc(Br)s2)cc1OC
13,12,5,-5,0.28,-15,3,-6,4,CC(C)C1=C2OC(N)=C(C#N)C(C#N)=C2C(C)CC1 (stereo not given)
-21,-1,3,-1,-0.45,0,-4,5,-10,COc1ccc(-c2nnc(N(C)C(=O)c3ccno3)s2)cc1

Going on with the list.
Plk1 PBD FP,F-actin modifier,HIV Rev-RRE inh,FAK inh,Pyk2 oligo antag,EphB4 ephrin blk,LYP act,LYP inh 2,PLK1 inh,SMILES
3,-12,10,8,-0.19,7,0,-3,-4,O=C(Nc1ccon1)c1ccc(Cl)s1
-2,-4,9,8,x,2,-3,1,-3,CC(=O)c1c(C)[nH]c(C(=O)N2CCN(c3ncccn3)CC2)c1C
8,-4,4,0,-1,2,33,-34,-8,CC(C)Nc1nc2n(c(=O)n1)CCN2C(C)C
-25,7,0,-1,-0.48,-2,0,-2,0,COc1cc2c(cc1OC)C(C(=O)Nc1ccc3c(c1)OCCO3)C1c3ccccc3CCN1C2=O (stereo not given)
2,3,1,1,x,-9,-10,8,-6,CC1CCN(c2nc3c(c(=O)[nH]c(=O)n3C)n2CCCc2ccccc2)CC1
-8,-9,3,-2,-0.38,-3,3,-4,-7,COc1cccc(-c2cc(C(F)(F)F)n3nc(N)nc3n2)c1
-4,9,-1,-2,0,-3,-1,1,-14,CC1=CC(C)(C)NC(=S)N1c1cccc2ccccc12
9,-14,7,2,1.1,0,-4,2,-9,COc1ccc(Cl)cc1NC(=O)CC(C)=O
7,-14,-4,1,-0.54,-2,-4,5,-5,Cn1c2ccccc2c2c(C(=O)N3CCN(c4ccc(F)cc4)CC3)cn(C3CCCC3)c(=O)c21
-10,-6,5,-1,-1.5,5,1,2,-7,Cc1c(C(=O)Nc2ccccc2)sc2nc(-c3ccccc3)cn12
2,-33,1,4,-0.21,-4,-5,4,-12,CCC(C)C(=O)Nc1nc(-c2ccc3c(c2)NC(=O)CO3)cs1 (stereo not given)
-12,-6,0,-1,-1.2,-10,6,-6,-13,Cc1cc(NC(=O)CCC(=O)N(c2ccc(F)cc2)C2(C(=O)NC3CCCCC3)CCCC2)no1
-2,-13,-4,-5,-2,-3,4,-2,-8,CCCCCCOc1ccc(OC(=O)c2cccnc2)cc1
-11,-16,2,-2,-1.1,5,-5,5,-17,COc1ccccc1N1CCN(C(=O)c2oc3cc(C)cc(C)c3c2C)CC1
13,-5,7,0,0.47,-4,8,-4,-9,CC1(C)NC(=O)N(CN2C(=O)NC(C)(C)C2=O)C1=O
3,-14,5,0,1.2,0,-5,2,-16,CCN(CC)S(=O)(=O)c1cccc2nsnc12
5,-15,4,-1,-2.4,11,-10,9,-7,COc1ccc(-n2c(SCC(=O)Nc3sc4c(c3C#N)CCCC4)nnc2-c2ccccc2OC)cc1
6,-7,9,-4,0.77,4,-2,-2,-8,CCOC(=O)N1CCN(C(=O)c2cc(-n3cnnc3)ccc2Cl)CC1
1,-6,28,3,-0.12,-2,-5,7,70*,Cc1nc2c([nH]1)C1(CCN(Cc3ccccc3)CC1)C(C#N)=C(N)O2
-9,-5,15,0,0.39,2,-2,3,-6,Cc1ccc(C(=O)CSc2nc3ccccc3o2)cc1
61*,-34,1,-9,1.9,-5,-13,12,-5,Cc1ccc2cc(C(c3nnnn3C3CCCC3)N3CCN(c4ccccc4)CC3)c(=O)[nH]c2c1 (stereo not given)
-35,3,8,-1,0.9,-4,-9,8,-4,O=C(O)CN1C(=O)SC(Nc2ccccc2C(=O)O)C1=O (stereo not given)
25,3,15,6,-2.3,1,-7,11,-15,O=S(=O)(c1ccccc1)c1cnn(-c2ccccc2)c1-c1ccc(F)cc1
-7,x,2,-1,-0.18,7,5,-3,4,Cc1ccc(C2=[N+]([O-])C(C)N(O)C2(C)C)o1 (stereo not given)
-4,6,3,-2,-0.52,-2,-6,3,-4,COc1ccc(C2/C(=C(/O)c3ccc(C)cc3)C(=O)C(=O)N2C)cc1 (stereo not given)
8,17,5,0,0.71,-3,-8,8,-8,COC(=O)COc1ccc(S(=O)(=O)N2CCN(c3ccc(F)cc3)CC2)cc1
12,1,4,0,-1.2,6,-4,2,-9,COc1ccc(OC)c(N(CC(=O)Nc2ccccc2C(=O)NCc2ccco2)S(C)(=O)=O)c1

Compounds as they come. About 3.5% of those tested had a hit in this group.
